# From PubChem
# S aureus QS inh: blocks AIP-induced quorum sensing reporter in S. aureus. AID 527. inhibition, % at 2 µM. S. aureus RN6390 RNAIII-GFP reporter, flow cytometry 3 h. 0.3% of 24,000 active;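 active means share of bacteria positive for the green fluorescent reporter and its mean brightness both inhibited by 50% or more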;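 further: 0% = AIP-stimulated control and 100% = unstimulated bacteria without AIP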
# S aureus QS inh GFP MFI %: also measured in S aureus QS inh; calls as there; inhibition, %; measured here: inhibition of GFP MFI
# * = called active by the depositor. These rows are one share of the data; rates above refer to the full screens.
SMILES,S aureus QS inh,S aureus QS inh GFP MFI %
CCNc1nc(OC)nc(Oc2ccc(=O)n(-c3ccccc3)n2)n1,-0.1,4.4
CC1(C)CC(=O)C2=C(C1)N(Cc1ccco1)C(=O)C2(NC(=O)C1CCCCC1)C(F)(F)F (stereo unspecified),-0.2,-16.2
CCC(C)(C(=O)NC1CCCCC1)N(CC1CCCO1)C(=O)c1ccccn1 (stereo unspecified),3.7,18.2
COCC(=O)Nc1sc2c(c1C(=O)OC)C(C(=O)OC)CC2 (stereo unspecified),0.4,7.4
Cc1cccc(N(CC(=O)N2CCCC2)S(=O)(=O)c2ccccc2)c1C,-0.2,-2.8
COC(=O)CSc1nnc(CNC(=O)c2cccc(C)c2)n1-c1ccccc1OC,2.7,5.5
CN(C)CCOC(c1ccccc1)c1ccccc1 (tested in a mixture with another compound),0.2,8.3
CCCCOC(=O)c1ccc(NC(=O)C(CCS(C)(=O)=O)NC(C)=O)cc1 (stereo unspecified),-1.1,-36.1
COCCNC(=O)CCCn1c(=O)c2ccccc2n(CC(=O)NCCC2=CCCCC2)c1=O,-1.4,-14.2
COC(=O)NCC(c1cccnc1)N1CCN(c2ccccc2OC)CC1 (stereo unspecified),1.9,9.6
Cc1ccc(-c2nnc(-c3cccc(Br)c3)o2)cc1,-11.7,-13.1
O=c1c2ccccc2nc2n1CCC2,0.3,-2.6
CCCCc1c(C)nc(N)[nH]c1=O,2.4,12.7
O=C(CCCN1C(=O)c2cccnc2C1=O)N1CC(=O)N(CCc2ccccc2)C(=O)C1,-4.3,-23.2
CCOCCCNS(=O)(=O)c1ccc2c(c1)CCN2C(C)=O,8.6,17.2
Cc1cc(NC(=O)c2cc(CC(C)C)on2)no1,-1.5,9.1
Clc1ccccc1OCc1nn2c(-c3ccncc3)nnc2s1,-0.1,2.2
CCCS(=O)(=O)N1CCC(C(=O)N2CCN(Cc3ccccc3)CC2)CC1,-0.4,-7.7
CC1C(=O)CCC1(C(=O)O)c1ccccc1 (stereo unspecified),1.7,-7.8
Cc1ccccc1CN1CCN(CC(=O)NCc2ccco2)C1=O,0.9,0.6
O=C(c1n[nH]c(=O)c2ccccc12)N1CCN(c2ccccc2)CC1,1.8,4.6
CCOc1ccccc1CNC(=O)C1CCN(c2nc3ccccc3o2)CC1,2.1,8.9
Cn1c2ccccc2c2c(C(=O)N3CCN(c4ccccc4)CC3)cn(C3CCCC3)c(=O)c21,0.4,-3.6
COCCCNC(=O)c1ccc(CS(=O)(=O)Cc2cccc(C)c2)o1,-1.2,-3.9
CCC(NC(=O)Nc1cc(OC)c(OC)c(OC)c1)(C(F)(F)F)C(F)(F)F,-0.4,6.7
COC(=O)c1ccc(N=c2sc(C(=O)OC)cc(=O)n2C)cc1,0.3,7.0
Cn1c(=O)c2cc(S(=O)(=O)N3CCN(c4cccc(C(F)(F)F)c4)CC3)ccc2n(C)c1=O,16.3,73.5
CC1CCCN(c2nc3ccsc3c(=O)s2)C1 (stereo unspecified),2.6,10.1
O=C(CCSCc1ccccc1F)N1CCN(c2ccccn2)CC1,8.6,19.6
O=C(NCc1ccc2c(c1)OCO2)c1ccc(NS(=O)(=O)c2ccc3c(c2)OCCO3)cc1,5.1,9.0
Cn1c(=O)c(C(=O)Nc2cccnc2)c(O)c2ccccc21,-1.0,-2.6
c1ccc2c(c1)CCCN2c1nc2ccccc2n2cnnc12,-6.7,-9.3
CC(NC(=O)C1CCC(=O)N1Cc1ccc(F)cc1)c1ccc2c(c1)OCCO2 (stereo unspecified),-0.9,-3.8
O=C(NCc1ccccn1)Nc1cccc(NC(=O)NCc2ccccn2)c1,-2.3,-1.4
COc1ccc(CNC(=O)C2CC(c3ccc(OC)cc3)=NO2)cc1 (stereo unspecified),0.2,14.6
Cc1ccc(C(=O)CSc2nnc(-c3cccnc3)n2N)cc1,-1.0,-2.4
Cc1noc(C(=O)Nc2c(C)nn(Cc3ccccc3)c2C)c1Cl,-1.5,-5.3
O=C(Cn1nc(Cc2cccnc2)c2ccccc2c1=O)N1CCN(c2ccccn2)CC1,-4.0,-30.1
COc1ccc(CCNC(=O)CCn2c(SCC#N)nc3ccccc3c2=O)cc1OC,0.2,9.1
Cc1[nH]c2c(C)cccc2c(=O)c1Br,-0.2,-5.5
O=C(NC1CCCC1)c1ccc(CS(=O)(=O)c2ccc(Br)cc2)o1,5.2,9.8
Oc1cnc2ccccc2c1CN1CCOCC1,1.8,4.3
CCOc1ccc(OCC)c(NC(=O)C2CCN(c3nn4c(=O)cc(C)nc4s3)CC2)c1,1.0,8.2
CCOC(=O)Cc1csc(/C(=N/O)C(N)=O)n1,-0.1,16.3
COc1ccc(OC)c(NS(=O)(=O)c2ccc(Cl)s2)c1,6.1,10.2

# Three entries already listed, ordered by the number in S aureus QS inh GFP MFI %, smallest number first:
SMILES,S aureus QS inh,S aureus QS inh GFP MFI %
Cn1c(=O)c(C(=O)Nc2cccnc2)c(O)c2ccccc21,-1.0,-2.6
O=C(NCc1ccccn1)Nc1cccc(NC(=O)NCc2ccccn2)c1,-2.3,-1.4
CCOc1ccc(OCC)c(NC(=O)C2CCN(c3nn4c(=O)cc(C)nc4s3)CC2)c1,1.0,8.2

# Remaining list, next part.
SMILES,S aureus QS inh,S aureus QS inh GFP MFI %
O=C(CCS(=O)(=O)c1cccc2nonc12)N1CCN(c2ccc(F)cc2)CC1,-6.0,-10.1
CCOC(=O)N1CCC(NC(=O)Cn2cccc2C(=O)c2ccccc2C)CC1,-0.5,2.0
NCc1ccc(S(N)(=O)=O)cc1,-2.4,-5.3
COc1ccc(-c2nc(N3CCCC3)nc3nn4c(C)cc(C)nc4c23)cc1,6.5,13.4
COc1ccc2c(c1OC)C(=O)OC2Nn1cncn1 (stereo unspecified),-0.5,-5.7
O=C(Cn1nc(-c2ccccc2)ccc1=O)NCCN1CCN(c2cccc(Cl)c2)CC1,1.8,11.7
COc1c2occc2c(OC)c2c(=O)cc(C)oc12,-0.4,0.0
CCCCCc1nnc(NC(=O)Cc2cccs2)s1,1.3,11.6
Cc1ccc(C2Nc3ccccc3-c3nc4ccccc4n32)o1 (stereo unspecified),0.2,26.3
CN(C)S(=O)(=O)c1ccc(S(=O)(=O)Nc2ccc3c(c2)oc2ccccc23)cc1,-5.7,-32.5
COC(=O)C(F)(Sc1c(C)n(C)n(-c2ccccc2)c1=O)C(F)(F)F (stereo unspecified),3.1,-2.6
CN(C)C(=O)C12CCC(C)(c3nc4ccccc4nc31)C2(C)C (stereo unspecified),-1.1,-1.6
COc1ccc(CCNC(=O)COc2nsnc2N2CCOCC2)cc1OC,-2.2,-10.1
O=C(O)c1ccc2c(c1)NC(=O)C(N1CCCC1)S2 (stereo unspecified),2.0,7.2
CC(=O)Nc1ccc(NC(=O)C(C)Oc2ccccc2F)cc1 (stereo unspecified),-1.2,-25.3

# Single entries from the list:
# Under S aureus QS inh GFP MFI %, CCOC(=O)N1CCC(NC(=O)Cn2cccc2C(=O)c2ccccc2C)CC1 has 2.0
# Under S aureus QS inh, CC1C(=O)CCC1(C(=O)O)c1ccccc1 (stereo unspecified) has 1.7

# Next section.
SMILES,S aureus QS inh,S aureus QS inh GFP MFI %
Cc1cc(NC(=O)c2cc(C3CC3)on2)no1,17.7,30.7
CCN(c1cccc(C)c1)S(=O)(=O)c1cccc2nsnc12,-1.7,-18.3
COc1ccc(Cl)cc1NC(=O)COc1cccc(-n2cnnn2)c1,-3.2,-1.9
CCS(=O)(=O)N1CCC(C(=O)N2CCc3ccccc3C2)CC1,-1.2,-5.8
Cc1cc(C)c(-c2cc(C(=O)Nc3c(C)n(C)n(-c4ccccc4)c3=O)[nH]n2)c(O)c1,1.9,6.8
O=C(Cn1c(-c2cncs2)nc2ccccc21)NC1CCCC1,-12.4,-20.9
CCC(C)NC(=O)C1CCC(=O)N(c2cc(OC)c(OC)c(OC)c2)C1c1ccc(OC)cc1 (stereo unspecified),-5.4,-6.2
CCCn1cnc2cc(NCc3ccccn3)ccc21,-2.6,-2.7
CCn1cc(C2N3CC4(C)CN2CC(C)(C3)C4=O)c2ccccc21 (stereo unspecified),23.1,51.5
Cc1cc(Cl)c(S(=O)(=O)N2CCN(c3ccc(F)cc3)CC2)cc1OCC(N)=O,-0.3,3.8
CC(C)[C@H](NC(=O)OC(C)(C)C)c1nnc(SCC(=O)Nc2ccc(Br)cc2)o1,44.8,61.7
O=S(=O)(NCCc1ccccn1)c1cccs1,-0.6,-79.7
CCCN1CCN(CCCNC(=O)Cn2nc(-c3ccc(C)cc3)ccc2=O)CC1,-3.9,-11.0
Cc1oc(-c2ccccc2F)nc1CN1CCC(C(=O)NCc2cccnc2)CC1,-2.4,-3.0
COc1ccc(N(C(=O)c2ccc(S(=O)(=O)N3CCOCC3)cc2)C2C=CS(=O)(=O)C2)cc1 (stereo unspecified),0.5,-0.6
CS(=O)(=O)Nc1ccc(C(=O)NCc2ccc3c(c2)OCO3)cc1,-0.2,-0.1
CC1(C)NC(=O)N(CC(O)CN2CCCC2)C1=O (stereo unspecified),0.2,-2.9
O=C1c2ccccc2N2C(=O)c3ccccc3C2N1O (stereo unspecified),-1.7,-7.6
c1ccc2c(c1)[nH]c1c(N3CCC4(CC3)OCCO4)ncnc12,1.0,7.8
Cc1ccc(-n2c(SCC(=O)NCC3CCCO3)nc3n[nH]c(C)c3c2=N)cc1Cl (stereo unspecified),-7.6,-16.3
CCn1nc(CC(=O)Nc2nnc(CC(=O)N3CCCCC3)s2)c2ccccc2c1=O,-0.5,0.9
C=CCSc1ncccc1C(=O)NCc1ccccc1,-0.1,20.5
CCOc1cc2[nH]c(=S)n(CCCN3CCN(C)CC3)c(=O)c2cc1OCC,2.0,10.6
O=C(NCc1ccco1)c1cccn2c(=O)c3sccc3nc12,-0.5,-3.9
CCOC(=O)C1=C(C)Nc2nc(C)nn2C1c1ccc(C)cc1 (stereo unspecified),-0.9,-6.4
OC[C@H]1O[C@@H](n2cnc3c(Nc4ccccc4)ncnc32)[C@H](O)[C@@H]1O,-3.1,-7.6
O=C(C1CCCCC1)N1CC(=O)N2CCc3ccccc3C2C1 (stereo unspecified),-2.9,-18.0
CC(OC(=O)c1ccco1)C(=O)NCc1cccs1 (stereo unspecified),-0.5,-3.0
Cc1ccc(CS(=O)(=O)CCC(=O)NCCN2CCCCC2C)cc1 (stereo unspecified),-1.5,0.8
CCOC(=O)C1CCN(C(=O)Nc2ccc3nc(C)c(C)nc3c2)CC1,-0.7,1.7
COc1cccc(Cn2nnc(C(=O)Nc3cc(Cl)ccc3OC)c2N)c1,12.8,53.7
COC(=O)C(NC(C)=O)(Nc1ccccn1)C(F)(F)F (stereo unspecified),0.8,25.5
CC(C)[C@H](NC(=O)OC(C)(C)C)c1nnc(S(=O)(=O)Cc2c(F)cccc2Cl)o1,-0.4,-19.7
O=C(CCc1nc(-c2ccccc2F)no1)NCCN1CCN(Cc2ccccc2)CC1,1.1,20.4
NS(=O)(=O)c1ccc(CCNC(=O)C2CCCN(S(=O)(=O)c3cccnc3)C2)cc1 (stereo unspecified),-6.5,-15.8
Cc1ccc(C)c(NC(=O)c2nnn(Cc3ccccc3C)c2N)c1,4.5,8.5
O=C(Nc1ccccc1C(F)(F)F)N1CCN(c2ccc3nncn3n2)CC1,0.7,3.8
CCOC(=O)C(CC)n1cnc2c(oc3ccccc32)c1=O (stereo unspecified),10.7,24.2
O=C(CN1CCCN(S(=O)(=O)c2ccc(Br)cc2)CC1)Nc1ccc2c(c1)OCO2,-0.2,1.9
CCOC(=O)c1[nH]c(C)c(C(=O)NC2CCCCC2)c1C,-6.9,-21.2
c1ccc2c(c1)CCN(c1nc3cc4c(cc3s1)OCO4)C2,1.4,6.4
CCOC(=O)C(C)(C)Sc1ncnc2nc[nH]c12,-1.5,-34.6
COc1ccc(-n2c(Cn3c(=O)sc4ccccc43)nnc2SCC(N)=O)cc1,-5.4,-10.8
CCOC(=O)C1CCCN(c2ncnc3c2cnn3-c2cccc(C)c2)C1 (stereo unspecified),0.8,14.7
CNC(=O)c1ccccc1NC(=O)c1c(O)c2c([nH]c1=O)CCCC2,13.4,22.5

# 7 consecutive compounds already listed:
SMILES,S aureus QS inh,S aureus QS inh GFP MFI %
O=C(CN1CCCN(S(=O)(=O)c2ccc(Br)cc2)CC1)Nc1ccc2c(c1)OCO2,-0.2,1.9
CCOC(=O)c1[nH]c(C)c(C(=O)NC2CCCCC2)c1C,-6.9,-21.2
c1ccc2c(c1)CCN(c1nc3cc4c(cc3s1)OCO4)C2,1.4,6.4
CCOC(=O)C(C)(C)Sc1ncnc2nc[nH]c12,-1.5,-34.6
COc1ccc(-n2c(Cn3c(=O)sc4ccccc43)nnc2SCC(N)=O)cc1,-5.4,-10.8
CCOC(=O)C1CCCN(c2ncnc3c2cnn3-c2cccc(C)c2)C1 (stereo unspecified),0.8,14.7
CNC(=O)c1ccccc1NC(=O)c1c(O)c2c([nH]c1=O)CCCC2,13.4,22.5

# The list goes on:
SMILES,S aureus QS inh,S aureus QS inh GFP MFI %
Cc1cc(C)nc(SCc2csc(N)n2)n1,0.6,21.7
CCOC(=O)c1ccc(NC(=O)C2=C(C)Nc3nc(CCCO)nn3C2c2ccc(OC)cc2)cc1 (stereo unspecified),-2.1,-8.9
COc1ccccc1Nc1nc(C)cs1,-5.4,-11.6
CC(=O)Nc1sc2c(c1C#N)CCCCC2,-1.9,-5.9
Clc1c(CSc2nc3ccccc3o2)nc2sccn12,0.1,-2.9
CCOC(=O)C1(c2ccccc2)NC(c2ccc(N(C)C)cc2)C2C(=O)N(C)C(=O)C21 (stereo unspecified),1.4,5.0
CCOC(=O)N1CCC(NC(=O)CS(=O)Cc2nc(-c3ccc(OC)c(OC)c3)oc2C)CC1 (stereo unspecified),-5.4,-13.6
Cc1nc2ccc(S(=O)(=O)N(C)CC(=O)N3CCc4ccccc43)cc2s1,-1.8,-7.1
Cc1c(C(=O)NCc2ccco2)oc2ccc(S(=O)(=O)N3CCC4(CC3)OCCO4)cc12,-1.7,14.1
Cc1oc2c(c1C(=O)NCc1ccccc1)CCCC2,-1.9,-29.0
CCOC(=O)C1CCCN(C(=O)Cn2cccc2C(=O)c2ccccc2)C1 (stereo unspecified),-3.0,3.9
